mIAP inh = mouse IAP inhibition; 330,000 tested, 0.2% active; inhibition, % at 10 µM; purified mouse IAP, CDP-Star luminescence, 30 min; AID 2806;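 active = inhibition of at least 40% at 10 µM in the primary screen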;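 note: plate controls were DMSO with enzyme for no effect and no enzyme wells for full effect; values of inactives mirror those of a sister screen read the other way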
MIN6 prolif = induces beta-cell replication in MIN6 cells; 330,000 tested, 0.29% active; proliferation, % at 10 µM; MIN6 cells proliferation, ATPlite luminescence, 48 h; cells starved in 0.2% serum; 100% = growth in 10% serum; AID 2380;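 active = compounds whose signal lies at least 3.5 SD above the mean of all wells on their plate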;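 note: 0% = DMSO-treated cells in low-serum medium and 100% = 10% serum control; some compounds called inactive have numbers as strong as hits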
TIM10 inh = growth inhibitors of TIM10 yeast strain; 330,000 tested, 1.4% active; inhibition, % at 10 µM; S. cerevisiae TIM10 strain growth, BacTiter-Glo luminescence, 24 h; AID 463195;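 active = inhibition of 40% or more at the single tested concentration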;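 note: wild-type TIM10 isogenic control strain grown at permissive 25 °C; 0% = DMSO yeast wells and 100% = minimal medium wells without yeast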
hIAP block = blocks human intestinal alkaline phosphatase; purified IAP, CDP-Star luminescence, 30 min; inhibition, % at 10 µM; 330,000 tested, 0.12% active;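 active = inhibition reaching a set limit with compound at 10 µM in the primary screen, cut at about 35% in these data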;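 note: plate controls were DMSO wells with enzyme for no effect and no-enzyme buffer wells for full effect; values of inactives mirror those of a sister screen read the other way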
A3G deaminase = inhibitors of human APOBEC3G DNA deaminase. Q9HC16. recombinant A3G, ssDNA deamination FAM/TAMRA fluorescence. inhibition, % at 20 µM. 330,000 tested, 0.28% active;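 active = inhibition of at least 40% at 20 µM, with no more than 30% in the related APOBEC3A deaminase screen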;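 note: plate controls were DMSO wells with A3G for no effect and wells lacking A3G enzyme for full effect; some compounds called inactive have numbers as strong as hits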
Target sequence (Q9HC16 whole entry, looked up): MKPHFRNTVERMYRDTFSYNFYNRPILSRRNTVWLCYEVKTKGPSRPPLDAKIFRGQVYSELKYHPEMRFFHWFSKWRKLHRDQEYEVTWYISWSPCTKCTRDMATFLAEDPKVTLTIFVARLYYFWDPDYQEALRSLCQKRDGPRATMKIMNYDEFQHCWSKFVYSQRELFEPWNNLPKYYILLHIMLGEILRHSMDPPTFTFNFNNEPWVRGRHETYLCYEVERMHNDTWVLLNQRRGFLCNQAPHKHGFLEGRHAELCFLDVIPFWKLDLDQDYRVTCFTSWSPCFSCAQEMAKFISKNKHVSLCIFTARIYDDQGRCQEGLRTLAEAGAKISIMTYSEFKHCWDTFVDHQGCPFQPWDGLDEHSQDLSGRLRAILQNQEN
tim10-1 inh = growth inhibitors of tim10-1 mutant yeast | inhibition, % at 20 µM | 330,000 tested, 2.2% active | S. cerevisiae tim10-1 ts strain growth, BacTiter-Glo, 24 h | AID 463190;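 active = inhibition of at least 40%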;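 note: mutant grown at 25 °C; 0% = DMSO wells with yeast and 100% = wells holding no yeast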
mIAP activ = mouse IAP activation; 330,000 tested, 0.24% active; muIAP, CDP-Star luminescence, 30 min; hits give high values; 1 = vehicle-only enzyme signal, 0 = enzyme-free wells; activation factor at 10 µM;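 active = activation factor of at least 2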; note: the source names both 10 and 20 µM as test concentration; values of inactives mirror those of a sister screen read the other way
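Assay system: mouse IAP enzyme; Reagent: CDP-Star chemiluminescent phosphatase substrate; Compound: DMSO-dissolved test compounds; Incubation: 30 min, room temperature; Technique: luminescence from enzymatic CDP-Star hydrolysis; Controls: DMSO-only wells and no-enzyme negative control.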
NLRP3 yeast inh = NALP3 inhibition in yeast | Yeast reconstituted NLRP3/ASC/caspase-1, beta-gal luminescence, 24 h | 330,000 tested, 0.39% active | inhibition, % at 10 µM;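 active = inhibition of 50% or more; inactive = inhibition below 50%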;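 note: plate controls were induced DMSO wells for no effect and uninduced yeast grown without galactose for full effect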
A3A deaminase = blocks human APOBEC3A ssDNA deamination; P31941; recombinant A3A, FAM/TAMRA ssDNA deamination fluorescence; inhibition, % at 20 µM; 330,000 tested, 0.41% active; AID 493011;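 active = at least 40% inhibition at 20 µM here, with at most 30% in a related deaminase screen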;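 note: plate controls were A3A with DMSO for no effect and wells lacking A3A enzyme for full effect; some results filed as inactive read as strong as hits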
Target sequence (P31941 whole entry, looked up): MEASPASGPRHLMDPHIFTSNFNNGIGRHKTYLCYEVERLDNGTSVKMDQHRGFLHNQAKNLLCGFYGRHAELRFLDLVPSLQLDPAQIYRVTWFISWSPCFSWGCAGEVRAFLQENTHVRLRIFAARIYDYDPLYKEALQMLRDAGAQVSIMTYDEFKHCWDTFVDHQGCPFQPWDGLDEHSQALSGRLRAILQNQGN
The depositor's hits bear a star.

The first 4 records, to show the layout:
SMILES	mIAP inh	MIN6 prolif	TIM10 inh	hIAP block	A3G deaminase	tim10-1 inh	mIAP activ	NLRP3 yeast inh	A3A deaminase
COc1ccccc1C(=O)OCc1ccc2sc(C)nc2c1	2	0	-9	3	-13	-3	0.98	37	1
COC(=O)Nc1ccccc1C(=O)N1CCCCC1	4	1	-4	-6	-3	10	0.96	1	-2
CC(C)NC(=O)c1ccc(-n2c(=S)[nH]c3ccccc3c2=O)cc1	1	1	0	0	-2	6	0.99	16	2
Cc1ccc(S(=O)(=O)N2CCC(C(=O)NC3CCCC3)CC2)cc1Cl	0	0	-1	-4	-6	-17	1	16	0

The list itself, previewed entries included:
SMILES	mIAP inh	MIN6 prolif	TIM10 inh	hIAP block	A3G deaminase	tim10-1 inh	mIAP activ	NLRP3 yeast inh	A3A deaminase
COc1ccccc1C(=O)OCc1ccc2sc(C)nc2c1	2	0	-9	3	-13	-3	0.98	37	1
COC(=O)Nc1ccccc1C(=O)N1CCCCC1	4	1	-4	-6	-3	10	0.96	1	-2
CC(C)NC(=O)c1ccc(-n2c(=S)[nH]c3ccccc3c2=O)cc1	1	1	0	0	-2	6	0.99	16	2
Cc1ccc(S(=O)(=O)N2CCC(C(=O)NC3CCCC3)CC2)cc1Cl	0	0	-1	-4	-6	-17	1	16	0
Cc1cc(C)c(NC(=O)CC(C)(C)C)c(Cl)c1	5	0	12	-10	-7	9	0.95	2	-1
CC(C)OCP(=O)(c1ccccc1)c1ccccc1	1	-4	8	3	-7	15	0.99	-11	-1
CCOC(=O)N1CCN(C(=O)c2cnn(-c3ccccc3)c2NC(=O)c2ccccc2F)CC1	4	0	5	13	-6	0	0.96	10	-3
CC1CCCCC1NC(=O)CO/N=C/c1ccc(OC(F)F)cc1 (stereo not drawn)	-12	-2	26	-8	-11	18	1.1	-64	-6
COc1ccccc1C(=O)N/C(=C\c1cn(C)c2ccccc12)C(=O)NCCCn1ccnc1	4	-1	0	7	-7	-1	0.96	21	-5
COC(=O)CCCNC(=O)CC1C(=O)NCCN1Cc1ccoc1 (stereo not drawn)	8	-1	-7	-13	-5	4	0.92	-2	-3
Cc1ccccc1C(=O)NC(CC(C)C)C(=O)NN1C(=O)c2ccccc2C1=O (stereo not drawn)	-6	-1	0	-5	-8	12	1.1	3	0
Cn1ccc(NS(=O)(=O)c2cc(Br)ccc2Br)n1	5	2	0	-14	8	0	0.95	13	2
CCCCN1C(=O)C2C3C=CC(C2C1=O)C1C2C(=O)N(CCCC)C(=O)C2C31 (stereo not drawn)	-5	-3	9	-10	-10	4	1	0	-7
CC1(C)O[C@@H]2[C@H](O1)[C@@H](COS(=O)(=O)O)O[C@H]2n1cnc2c(=O)[nH]cnc21	-13	-3	2	-9	-8	-5	1.1	0	-3
Cc1ccc(/C=N/c2sc3c(c2C#N)CCC3)o1	24	1	13	9	-10	31	0.76	33	-4
O=C(c1ccc2nc(N3CCCCC3)sc2c1)N1CCN(c2ccccn2)CC1	-1	0	37	14	-4	51*	1	27	-3
CCN1CCN(CC(=O)n2c3c(c4ccccc42)CC(C)CC3)CC1 (stereo not drawn)	-4	-2	-4	-3	-10	18	1	7	-5
CCc1ccc(NC(=O)N2CCCCCC2)cc1	3	3	5	16	-6	0	0.97	22	-3
COc1ccc(CN2C(=O)c3ccccc3C2=O)cc1C(=O)N(C)CC(=O)Nc1c(C)cccc1C	2	5	15	3	-9	4	0.98	20	-2
CCCc1cc(=O)[nH]c2nnc(SCC(=O)Nc3cccc(NC(C)=O)c3)n12	3	-1	3	-6	5	18	0.97	6	-3
Cc1ccc(NC(=O)C2CC(=O)N(c3ccc4c(c3)OCCO4)C2)nc1 (stereo not drawn)	2	-2	-6	-2	-13	5	0.98	33	-4
Cc1ccccc1NC(=O)c1ccc(OCc2c(C)noc2C)cc1	8	-3	8	-4	-3	8	0.92	4	2
CCOC(=O)c1c(C)[nH]c(C(=O)CSc2nccc(C)n2)c1C	-3	-2	-16	-10	-8	-17	1	8	-8
COc1cc(CC(=O)Nc2nccs2)cc(OC)c1OC	3	0	1	8	-7	3	0.97	-10	-2
COC(=O)C(NC(C)=O)(Nc1nc2ccc(S(C)(=O)=O)cc2s1)C(F)(F)F (stereo not drawn)	3	0	5	-7	-4	9	0.97	-4	-3
COc1ccc(N2CCN(C(=O)COc3cccc4ccccc34)CC2)cc1	-6	-6	5	-15	-4	25	1.1	21	-2
CCOc1ccc(N=Cc2c(C)[nH]n(-c3nc4ccccc4[nH]3)c2=O)cc1	3	-6	28	-70	1	32	0.97	13	-1
O=C(NCCCc1ccncc1)C1CCC(=O)N(Cc2cccc(F)c2)C1 (stereo not drawn)	-9	2	1	3	4	-5	1.1	17	-1
CCOC(=O)c1c[nH]c2c(Cl)c(Cl)ccc2c1=O	6	-1	-1	5	-2	-4	0.94	16	-1
O=C(CSc1nnc(NC(=O)C2CCC2)s1)Nc1ccccc1Br	2	-2	2	14	-10	-3	0.98	18	-6
CCc1cccc2c(C(=O)CN3C(=O)N(C)C4(CCCCC4)C3=O)c[nH]c12	4	-6	6	-3	-9	1	0.96	12	-5
Cc1c(Cl)cccc1NC(=O)c1ccc(OCC(=O)NCc2ccccc2)cc1	-14	0	-24	-5	-4	3	1.1	14	0
CC(=O)Nc1ccc(Nc2ccc(N3C(=O)CCCC3=O)cc2[N+](=O)[O-])cc1	8	-2	5	12	-5	-11	0.92	9	-1
CC(=O)Nc1ccc(Nc2c([N+](=O)[O-])cc(S(C)(=O)=O)cc2[N+](=O)[O-])cc1	1	-3	-7	6	-4	-4	0.99	9	1
O=C(NCc1ccccc1)c1ccccc1-c1nc2ccccc2[nH]1	-13	-5	-5	-12	-7	-4	1.1	14	-3
CC(=O)c1ccc(OCc2ccccc2)c(C)c1O	5	3	5	7	-5	26	0.95	36	0
COc1ccc(/C=N/NC(=O)c2ccco2)cc1Cn1nc(C)c([N+](=O)[O-])c1C	-3	-2	28	-7	-6	28	1	1	3
COc1ccc(-c2csc(NC(=O)C(CC(=O)O)N3CCOCC3)n2)cc1 (stereo not drawn)	4	0	0	-14	-1	4	0.95	5	-1
CC1=Nc2cc(C(=O)NCCN3CCOCC3)ccc2Sc2c(C)ccc(C)c21	-5	-4	1	-12	-4	-9	1.1	21	-3
COC(=O)CNC(=O)CSc1nc2sc(-c3ccccc3)cc2c(=O)n1-c1ccccc1	3	-1	45*	8	-7	29	0.97	-5	3

Profiles as entered above. Order of screens: mIAP inh	MIN6 prolif	TIM10 inh	hIAP block	A3G deaminase	tim10-1 inh	mIAP activ	NLRP3 yeast inh	A3A deaminase
`CCc1cccc2c(C(=O)CN3C(=O)N(C)C4(CCCCC4)C3=O)c[nH]c12` is listed with 4	-6	6	-3	-9	1	0.96	12	-5
`Cc1ccc(NC(=O)C2CC(=O)N(c3ccc4c(c3)OCCO4)C2)nc1` (stereo not drawn) is listed with 2	-2	-6	-2	-13	5	0.98	33	-4

Limited to MIN6 prolif and mIAP activ, for some of the entries so far:
SMILES,MIN6 prolif,mIAP activ
COc1ccccc1C(=O)N/C(=C\c1cn(C)c2ccccc12)C(=O)NCCCn1ccnc1,-1,0.96
COC(=O)CCCNC(=O)CC1C(=O)NCCN1Cc1ccoc1 (stereo not drawn),-1,0.92
Cc1ccccc1C(=O)NC(CC(C)C)C(=O)NN1C(=O)c2ccccc2C1=O (stereo not drawn),-1,1.1
Cn1ccc(NS(=O)(=O)c2cc(Br)ccc2Br)n1,2,0.95

Going on with the list.
SMILES	mIAP inh	MIN6 prolif	TIM10 inh	hIAP block	A3G deaminase	tim10-1 inh	mIAP activ	NLRP3 yeast inh	A3A deaminase
CCN(CC)CCOC(=O)c1ccc(N/C=C(/C#N)c2nc(-c3ccc4c(c3)OCO4)cs2)cc1	2	-4	-5	17	-14	-15	0.98	16	-1
C[C@H](CO)N1C[C@H](C)[C@@H](CN(C)S(=O)(=O)c2cn(C)cn2)Oc2c(NC(=O)Nc3ccc(C(F)(F)F)cc3)cccc2C1=O	-23	1	5	2	-5	8	1.2	-12	-3
Cc1ccc(NC(=S)NCCc2ccc(F)cc2)c(C)c1	-4	-5	35	-7	-5	25	1	5	-3
CCN(Cc1cccc(F)c1)C(=O)c1ccc2ccccc2n1	0	2	17	2	-9	8	1	13	-2
O=C(NCCCn1ccnc1)c1nc(Cn2cc([N+](=O)[O-])cn2)no1	0	-3	-10	-7	-10	10	1	6	-2
N#Cc1nc(COc2ccc(-c3ccccc3)cc2)oc1NCc1cccnc1	-4	-4	-55	13	-5	-2	1	3	-1
COc1ccc(N2CCN(C(=O)COc3ccccc3)CC2)cc1	-5	-1	8	10	-7	18	1.1	21	-4
Cc1ccc(N2C(=O)CSC2=S)cc1C	19	-3	14	3	-5	8	0.81	6	-2
N#CC1=C(N)Oc2cc(O)ccc2C1c1ccccc1 (stereo not drawn)	9	2	7	-3	-5	-2	0.91	-10	-2
O=C(NC1CCCCC1)C(c1ccccc1)N1CCCC1 (stereo not drawn)	-9	-1	-3	9	4	15	1.1	20	3
O=C(O)CC(CC(=O)N1CCN(C(=O)c2ccco2)CC1)c1ccccc1 (stereo not drawn)	-6	-4	10	0	-1	-3	1.1	21	1
O=C(NCC1CCCCC1)C1(CC2CC(c3ccc(Cl)cc3)=NO2)CCNCC1 (stereo not drawn)	-1	-9	17	-1	-6	4	1	9	-2
COc1ccc(CN2C(=O)C(C)Nc3ncnc(N4CCN(c5ccccc5)CC4)c32)cc1 (stereo not drawn)	8	-2	15	26	-4	10	0.92	23	-2
CCN(CC)S(=O)(=O)c1cc(NC(=O)CN2CCN(c3ccccn3)CC2)ccc1C	-1	-1	14	-1	-4	22	1	20	-1
COc1ccc(N2CCN(S(=O)(=O)c3ccc4c(c3)CCCC4)CC2)c([N+](=O)[O-])c1	15	-5	24	7	-5	20	0.85	9	4
C/C(=N\NC(=O)c1cc2c(s1)CCC(C)C2)c1ccncc1 (stereo not drawn)	3	0	21	-10	-6	54*	0.97	10	-5
CCN1CCN(c2cc(N3CCN(C(=O)c4ccco4)CC3)c3c4c(onc24)-c2ccccc2C3=O)CC1	7	-4	14	-10	0	16	0.93	21	-1
CCOC(=O)C1C(=O)CC(C)(O)C(C(=O)OCC)C1c1ccc(N(CC)CC)cc1 (stereo not drawn)	9	5.1*	-1	-9	-5	25	0.91	4	-1
Cc1cc(NC(=O)C2C3C(=O)N(CC4CCCO4)C(C(=O)NC(C)(C)C)C34C=CC2(C)O4)no1 (stereo not drawn)	5	-4	3	2	-6	2	0.95	1	2
CC12CCC(=O)N1C(C(=O)Nc1cccc3ccccc13)CS2 (stereo not drawn)	4	-3	28	-3	-4	14	0.96	1	2
COc1nnc(-c2ccc(N3CCCCC3)c(NC(C)=O)c2)c2ccccc12	0	-2	27	17	-8	36	1	-1	-3
Nc1nonc1-n1nnc(C(=O)N/N=C/c2ccncc2)c1-c1ccccc1	10	-1	5	5	-10	-29	0.9	5	-4

Screens deposited in PubChem by Sanford-Burnham Center for Chemical Genomics.
